All columns: NCI-60 one-dose screen, growth in % after 48 h at 10 µM unless noted; 100 = growth as untreated, 0 = no growth, -100 = all killed.
CAKI-1: CAKI-1 renal cancer. 75,000 tested, 4.7% active
A498: A498 renal cancer cells; 76,000 tested, 5.4% active
RXF 393: RXF 393 renal cancer cells; 77,000 tested, 6.9% active; AID 1794773
ACHN: ACHN renal cancer | 81,000 tested, 4.9% active
TK-10: TK-10 renal cancer cells; 81,000 tested, 3.9% active; AID 1794769
UO-31: UO-31 renal cancer. AID 1794768. 81,000 tested, 5.2% active
786-0: 786-0 renal cancer cells | AID 1794775 | 81,000 tested, 5.1% active
SN12C: SN12C renal cancer cells; 81,000 tested, 3.8% active
PC-3: PC-3 prostate cancer cells; AID 1794754; 80,000 tested, 3.9% active
* hit, by the source's call; . = no result given; [ ] = another dose, or the depositor's remark. The calls were made as follows: active = growth percent below 10; inactive = the rest.

SMILES	CAKI-1	A498	RXF 393	ACHN	TK-10	UO-31	786-0	SN12C	PC-3
CC(O)Cn1cnc2c1c(=O)n(C)c(=O)n2C (configuration not stated)	99	110	99	98	135	89	102	98	.
C/C(=C/c1c(O)n(C)c2ccccc12)N=O	90	66	104	96	133	77	100	87	88
COc1cc(Cn2cc(CNC(=O)c3cccnc3Nc3ccc(F)cc3)nn2)cc(OC)c1	87	111	82	77	100	80	86	98	85
c1ccc2c(c1)ncn2-c1ccnc(NC2CCOC2)n1 (configuration not stated)	79	81	103	82	86	103	89	101	94
CN1CCN(Cc2ccc(NC(=O)c3cncc(C#Cc4ncc5cnccn45)c3)cc2C(F)(F)F)CC1	31	65	51	31	81	18	72	55	55
CC1CCCCN1CCCNC(=O)N/C(N)=N/c1nc2ccccc2s1 (configuration not stated)	25	104	5.5*	43	70	24	29	41	32
O=C(Nc1ccc(Cl)c(C(F)(F)F)c1)N1CCN(c2cc(-c3cn(-c4ccccc4)nc3-c3cccc(O)c3)ccn2)CC1	9.1*	39	-35*	3.1*	8.9*	5.4*	8.5*	4.1*	6.3*
NC(=S)N/N=C(/c1ccccc1)c1ccccc1N	81	.	105	91	103	63	101	85	67
O=C(Nc1[nH]c(=O)ncc1F)c1ccc([N+](=O)[O-])cc1	100	105	.	102	.	91	108	104	96
CSc1oc(-c2ccccc2)nc1S(=O)(=O)c1ccc(Br)cc1	86	77	107	107	93	76	93	96	81
O=C(NO)c1cn(C2CC2)c2cc(N3CCN(C(=O)c4ccccc4)CC3)c(F)cc2c1=O	91	95	107	100	87	87	95	102	93
CCn1c(-c2nonc2Nc2ccc(OC)cc2)nc2ccccc21	102	79	120	108	101	90	95	109	107
Cc1ccc(C(=O)C/C(=C/c2ccc(-c3ccc(Cl)cc3)o2)C(=O)NCc2ccc(F)cc2)cc1	86	88	84	78	90	62	81	72	57
O=C(O)C(CCc1ccccc1)NCc1ccccc1 (configuration not stated)	100	86	128	96	91	78	100	93	91
CCOC(=O)C(c1ccccc1)C(C(=O)OCC)c1ccc(OC)cc1 (configuration not stated)	80	105	96	99	92	77	96	97	71
OCCNc1nc(Nc2ccc(Cl)cc2)nc(Nc2ccc(C3=NN(c4cc(Cl)cc(Cl)c4)C(c4ccc(F)cc4)C3)cc2)n1 (configuration not stated)	76	90	95	91	103	80	90	91	93
COC(=O)c1cc2oc(/C=C/C3=C(C(N)=O)C(=O)OC3(C)C)cc2n1Cc1ccccc1	.	62	118	91	128	69	90	102	75
CCN(CC)CC(C)Nc1ccc(C)c2sc3ccccc3c(=O)c12 (configuration not stated)	39	60	40	38	68	19	53	50	48
COc1ccc(/C=C/c2cc(/C=C/c3ccc(OC)c(OC)c3OC)n(-c3ccc(OC(F)(F)F)cc3)n2)c(OC)c1OC	76	99	90	97	98	60	97	95	83
COC(=O)[C@H]1Cc2c([nH]c3ccccc23)[C@@H](c2cccs2)N1	90	93	107	111	87	93	91	102	100
CCOCc1nc(N)nc(N)c1-c1ccc(Cl)c(Cl)c1	92	99	105	97	112	93	94	102	98
CCc1cccc2[nH]c3cc([N+](=O)[O-])ccc3c12	.	72	73	91	93	81	97	98	84
O=C(Oc1ccccc1)c1ccc(Cl)cc1	101	74	112	117	116	88	97	106	103
O=C(CCSCCC(=O)N/N=C/c1ccc(Cl)c(Cl)c1)N/N=C\c1ccc(Cl)c(Cl)c1	101	98	110	112	106	83	104	104	101
C=CC(=O)Nc1cccc(-c2nc(SC)nc(Nc3ccccc3OC)c2C#N)c1	57	61	40	38	36	19	12	48	32

In the list so far, seven contain sulfur:
SMILES	CAKI-1	A498	RXF 393	ACHN	TK-10	UO-31	786-0	SN12C	PC-3
CC1CCCCN1CCCNC(=O)N/C(N)=N/c1nc2ccccc2s1 (configuration not stated)	25	104	5.5*	43	70	24	29	41	32
NC(=S)N/N=C(/c1ccccc1)c1ccccc1N	81	.	105	91	103	63	101	85	67
CSc1oc(-c2ccccc2)nc1S(=O)(=O)c1ccc(Br)cc1	86	77	107	107	93	76	93	96	81
CCN(CC)CC(C)Nc1ccc(C)c2sc3ccccc3c(=O)c12 (configuration not stated)	39	60	40	38	68	19	53	50	48
COC(=O)[C@H]1Cc2c([nH]c3ccccc23)[C@@H](c2cccs2)N1	90	93	107	111	87	93	91	102	100
O=C(CCSCCC(=O)N/N=C/c1ccc(Cl)c(Cl)c1)N/N=C\c1ccc(Cl)c(Cl)c1	101	98	110	112	106	83	104	104	101
C=CC(=O)Nc1cccc(-c2nc(SC)nc(Nc3ccccc3OC)c2C#N)c1	57	61	40	38	36	19	12	48	32

Other compounds
SMILES	CAKI-1	A498	RXF 393	ACHN	TK-10	UO-31	786-0	SN12C	PC-3
CCCCCC(=O)OC1(C(C)=O)CCC2C3CCC4=CC(=O)CCC4C3CCC21C (configuration not stated)	57	.	90	76	106	53	77	85	40
O=C1NC(=O)C2(CCCC2C(=O)O)N1 (configuration not stated)	102	115	117	100	106	97	95	100	93
CCOC(=O)c1c(NC(=O)c2ccc(C(F)(F)F)cc2)sc2c3c(ccc12)OCN(C)C3	-24*	89	-70*	-14*	-16*	71	31	48	65
COc1ccc(-c2nc3c(c(-c4ccccc4)nn3-c3ccccc3)c(-c3ccc(N4CCOCC4)cc3)c2C#N)cc1	94	98	39	104	110	103	82	98	101
COc1ccc(Sc2nc(N)nc3c2CCN(Cc2ccc(OC)cc2OC)C3=O)cc1	93	125	116	90	103	62	99	92	103
Cc1ccc(C2=NN(c3ccc(S(N)(=O)=O)cc3)C(c3cn(-c4ccccc4)nc3-c3ccccc3)C2)cc1 (configuration not stated)	95	-5.9*	96	93	84	30	109	31	32
CCCCCCC/C=C/[C@H]1O[C@]23C(=O)C[C@@]4(C[C@@H](OC5OC(CO)C(O)C(O)C5O)C[C@@H]4[C@H]2C=C1C)OC3=O (some centres not stated)	.	70	-44*	4.9*	36	3.4*	5.0*	27	21
COc1ccc(Nc2ncccc2NC(=O)/C=C/c2ccc(Cl)cc2)cc1	86	.	106	104	111	95	89	110	.
CC(CCc1cccc2ccccc12)(C(=O)O)C(=O)O	97	212	116	95	111	88	99	106	97
Cc1ccc(C(=O)c2ccc(CC(=O)O)n2C)cc1	98	113	124	104	102	87	102	98	95
C=C(C)[C@H]1CC/C(C)=C/CC[C@]2(C)O[C@H]2CC/C(COC(=O)[C@@H](OC(C)=O)[C@H](NC(=O)c2ccccc2)c2ccccc2)=C\[C@@H]1O	90	93	.	116	100	79	85	94	90
COC(=O)C[N+](C)(C)Cc1nc(C#N)c(N(C)C)o1	94	105	104	93	89	88	98	81	99
CS(=O)(=O)c1ccc(-c2nc3cc(Cl)ccc3n2CC(=O)c2n[nH]c(=S)o2)cc1	81	104	97	91	106	83	103	104	91
COc1cc(NC(=O)CCSc2nc3ccccc3c(=O)n2CCc2ccccn2)cc(OC)c1OC	89	75	75	91	111	85	84	93	82
O=C(Nc1cccc(-n2cc(-c3ccncc3)c(-c3ccc(O)c(Cl)c3)n2)c1)c1cccc(C(F)(F)F)c1	12	58	-12*	30	47	16	21	50	21
NC1N=C(Nc2ccccc2)N=CC(c2cc3cc(Br)ccc3oc2=O)=N1 (configuration not stated)	91	.	103	95	112	80	93	93	82
C[C@H]1[C@H](C)CC[C@]2(C(=O)N3CCN(C)CC3)CC[C@]3(C)C(=CC[C@@H]4[C@@]5(C)C/C(=C/c6ccco6)C(=O)C(C)(C)[C@@H]5CC[C@]43C)[C@H]12	26[100 µM]	54[100 µM]	55[100 µM]	21[100 µM]	44[100 µM]	-98*[100 µM]	41[100 µM]	28[100 µM]	30[100 µM]
Cc1nnc(-c2ccc3c(c2)nc(-c2ccncc2)n3C2CCCCC2)o1	102	103	107	110	90	89	96	106	94
COc1ccc2cc(OC)ccc2c1	88	.	120	99	114	96	.	106	98
C/C(=N\NC(=O)CSc1nc2ccccc2c(=O)n1CCc1ccc(S(N)(=O)=O)cc1)c1ccccc1N	94	.	97	98	114	74	99	100	93
CCS(=O)(=O)NC(CO)C(=O)O (configuration not stated)	90	103	98	96	105	92	102	104	93
c1ccc(-c2nc(-c3ccccc3)n(-c3nocc3-c3ccco3)n2)cc1	84	105	113	105	110	84	107	106	99
O=C(CC1C(=O)N(C2CCCCC2)c2nc3ccccc3n21)Nc1cccc(F)c1 (configuration not stated)	71	.	89	103	123	81	94	98	83
CC(=O)OC12C=C(C)C(C3C(=O)OC(=O)C31)C(C)(C)C2 (configuration not stated)	95	114	120	101	107	97	108	105	124
COC(=O)CCc1c(/C=C2\N=C(c3ccc[nH]3)C=C2OC)[nH]c(C)c1C(=O)OCc1ccccc1	-3.9*	15	-16*	4.4*	18	-67*	-26*	16	6.1*
SMILES	CAKI-1	A498	RXF 393	ACHN	TK-10	UO-31	786-0	SN12C	PC-3
COc1cccc(OC)c1C(=O)Nc1cccc(-c2cc(=O)c3ccccc3o2)c1	85	79	111	96	92	86	76	92	101
COc1ccc(C(=O)/C=C/c2cc(-c3ccc4c(c3)OCO4)n[nH]2)cc1OC	38	42	39	76	63	44	72	60	48
O=C(c1nc2ccccc2[nH]1)C1C(c2ccc(Cl)cc2)C2CSCN2[C@@]12C(=O)Nc1ccccc12 (some centres not stated)	68	.	71	78	121	49	98	81	67
NS(=O)(=O)c1cc2c(cc1Cl)NC(CSCc1ccccc1)=NS2(=O)=O	108	102	109	105	107	78	.	83	101
O=C(/C=C/c1ccccc1)c1cccc(N=Cc2ccccc2O)c1	84	97	91	108	90	80	59	98	98
O=C(C[n+]1ccccc1)c1ccc(-c2ccccc2)cc1	99	108	113	109	112	79	109	111	99
Oc1ccc2ccccc2c1N=Nc1ccc(N=Nc2ccccc2)cc1	96	105	112	107	122	84	107	100	87
Cc1ccc(S(=O)(=O)Nn2c3c(cc(-c4nc5ccccc5s4)c2=O)CCCCCC3)cc1	87	.	101	98	111	79	101	96	100
CC12CCC(CC1)C2(C)C	104	.	116	112	114	83	99	100	78
COc1c(/C=N/N=c2sc(C(C)=O)nn2-c2ccc([N+](=O)[O-])cc2)c(O)cc2oc(C)cc(=O)c12	82	119	102	100	112	63	103	101	99
CC1(C)N=C(N)NC(=NCCCOc2ccc([N+](=O)[O-])cc2)N1	98	103	118	95	102	91	105	98	87
C1=C(Cc2ccccc2)n2cnc3ncnc(c32)S1	40	100	.	87	29	48	29	86	78
CCCNC(=O)c1c(C)oc2ncnc(Nc3cccc(Cl)c3)c12	101	74	111	107	94	72	105	99	82
C=CCN(CC=C)CCN1C(=O)c2c(c3c4ccccc4n(C4CC(O)C(O)C(C)O4)c3c3[nH]c4ccccc4c23)C1=O (configuration not stated)	74	78	95	76	92	64	78	82	56
O=[N+]([O-])c1cccc2cc(S(=O)(=O)O)ccc12	.	115	122	112	94	92	100	98	84
O=C(Cc1ccccc1)Nc1nnc(OC2CCN(c3nnc(NC(=O)Cc4ccccc4)s3)CC2)s1	.	45	.	86	125	73	61	70	72
CC(C)(CCC(=S)N1CCOCC1)C1CCCCC1	76	90	92	90	93	75	91	94	108
ClCCOCCn1cnc2c(Cl)nc(Cl)nc21	-4.3*	93	.	81	93	88	88	63	35
CCOC(=O)c1cn2c3c(cc(C)cc3c1=O)C(=O)/C(=C/c1cccc(Cl)c1Cl)C2	94	100	92	100	87	72	96	92	97
C=CCCCC(OC(=O)CCCCCCC)c1ccc(C(OC(=O)CCCCCCC)c2cccnc2)o1 (configuration not stated)	112	100	.	96	96	102	96	97	87
CC(C)(C)OC(=O)Nc1ccc(-c2cccc(Oc3ccc4nnc(Cl)n4n3)c2)cc1	84	70	90	88	71	68	82	79	51
Cc1nn2c(CO)c(C)nc2s1	95	123	105	100	110	73	107	107	102
COc1cccc(/C=C2\Oc3cc(OC)ccc3C2=O)c1	90	78	116	106	93	99	91	100	115
O=[N+]([O-])c1cccc(-c2nc3sccn3c2-c2ccnc(NCCCNS(=O)(=O)c3ccc(Cl)cc3)n2)c1	44	68	78	48	117	22	79	54	28
Clc1cccc(N/N=C/c2c[nH]c3ccc(Br)cc23)n1	12	80	32	11	64	7.7*	13	-1.4*	7.8*
SMILES	CAKI-1	A498	RXF 393	ACHN	TK-10	UO-31	786-0	SN12C	PC-3
Cn1c(=O)c2[nH]c(CCCCCCCc3nc4c([nH]3)c(=O)n(C)c(=O)n4C)nc2n(C)c1=O	95	104	.	98	98	90	103	82	99
O=C(O)c1cc(Cl)nc(Cl)n1	98	105	121	99	103	78	116	100	91
COc1cc(C(NC(=O)N2C(=O)C=CC2=O)NC(=O)N2C(=O)C=CC2=O)ccc1O	87	86	107	103	100	71	104	109	72
CCN1CCN(CC(=O)Nc2nc3ccc(NCc4ccc(F)cc4)cc3s2)CC1	90	95	95	95	105	76	93	88	79
Cc1ccc(Nc2nc(N)nc(CSc3n[nH]c(N)n3)n2)cc1	90	93	116	101	108	82	100	102	100
COc1ccc(/C=C2\CN(C)CC3C2=NN(c2ccc(S(N)(=O)=O)cc2)C3c2ccc(OC)cc2)cc1 (configuration not stated)	54	99	.	87	112	70	96	91	77
OCC#CC#CCO	112	102	122	107	101	96	109	98	84
Cn1cc[nH]c1=S	95	117	107	101	118	92	100	99	105
NC(=O)c1ccc[n+]([O-])c1	95	124	91	110	98	91	101	.	90
NC1=NC(Cn2nc(-c3ccccc3)c3ccccc3c2=O)=NNC(=O)N1	99	73	99	107	108	83	110	99	93
Cc1ccc(C)c2c1sc1nnc(Cl)c(=O)n12	.	109	103	101	119	80	105	102	92

Compounds listed so far that contain a thiophene ring, fused or not:
SMILES	CAKI-1	A498	RXF 393	ACHN	TK-10	UO-31	786-0	SN12C	PC-3
COC(=O)[C@H]1Cc2c([nH]c3ccccc23)[C@@H](c2cccs2)N1	90	93	107	111	87	93	91	102	100
CCOC(=O)c1c(NC(=O)c2ccc(C(F)(F)F)cc2)sc2c3c(ccc12)OCN(C)C3	-24*	89	-70*	-14*	-16*	71	31	48	65

Screening results from PubChem BioAssay.
